PostGolgi ctrl: yeast control strain growth, post-Golgi counter-screen. efflux-deficient yeast background strain, growth absorbance A615, 16 h. actives 5% (n = 98,000). inhibition, % at 10 µM
sEH inh: blocks human soluble epoxide hydrolase activity | inhibition, % at 2 µM | AID 707 | P34913 | actives 0.34% (n = 91,000) | recombinant human sEH enzymatic activity assay; in the data active = inhibition above about 80%; also: values of inactives mirror those of a sister screen read the other way; many of its hits are not listed in these tables
S1P2 ag: S1P2 (human) receptor agonism | actives 0.46% (n = 97,000) | S1P2-expressing cell line, agonist reporter read-out | O95136 | activation, % at 4.5 µM; in the data active = activation above about 16%;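 also: 0% = vehicle low control and 100% = maximal reference agonist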
Target sequence (O95136 whole entry, looked up): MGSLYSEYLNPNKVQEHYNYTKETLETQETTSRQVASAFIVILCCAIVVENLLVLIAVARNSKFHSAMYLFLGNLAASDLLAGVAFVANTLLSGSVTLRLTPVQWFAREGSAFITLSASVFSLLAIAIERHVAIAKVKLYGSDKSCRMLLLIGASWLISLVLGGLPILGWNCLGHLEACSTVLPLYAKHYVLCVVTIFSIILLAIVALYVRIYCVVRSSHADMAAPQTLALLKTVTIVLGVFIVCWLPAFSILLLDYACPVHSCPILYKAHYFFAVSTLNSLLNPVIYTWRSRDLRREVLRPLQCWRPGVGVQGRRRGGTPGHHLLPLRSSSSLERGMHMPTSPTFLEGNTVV
S1P2 blocker: S1P2 (human) receptor antagonism; actives 0.21% (n = 97,000); inhibition, % at 5 µM; O95136; cell-based S1P2 antagonist assay, inhibition at 5 uM; AID 736; in the data active = inhibition above about 45%;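 also: CRE beta-lactamase reporter cells expressing human S1P2 stimulated with S1P; 0% = agonist at EC80 alone and 100% = agonist plus reference antagonist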
PLAP activator: activates human placental alkaline phosphatase; actives 1.2% (n = 96,000); activation fold at 20 µM; purified PLAP enzyme, luminescent substrate read-out; active compounds read high; AID 696; P05187; in the data active = activation fold above about 2
Target sequence (P05187 whole entry, looked up): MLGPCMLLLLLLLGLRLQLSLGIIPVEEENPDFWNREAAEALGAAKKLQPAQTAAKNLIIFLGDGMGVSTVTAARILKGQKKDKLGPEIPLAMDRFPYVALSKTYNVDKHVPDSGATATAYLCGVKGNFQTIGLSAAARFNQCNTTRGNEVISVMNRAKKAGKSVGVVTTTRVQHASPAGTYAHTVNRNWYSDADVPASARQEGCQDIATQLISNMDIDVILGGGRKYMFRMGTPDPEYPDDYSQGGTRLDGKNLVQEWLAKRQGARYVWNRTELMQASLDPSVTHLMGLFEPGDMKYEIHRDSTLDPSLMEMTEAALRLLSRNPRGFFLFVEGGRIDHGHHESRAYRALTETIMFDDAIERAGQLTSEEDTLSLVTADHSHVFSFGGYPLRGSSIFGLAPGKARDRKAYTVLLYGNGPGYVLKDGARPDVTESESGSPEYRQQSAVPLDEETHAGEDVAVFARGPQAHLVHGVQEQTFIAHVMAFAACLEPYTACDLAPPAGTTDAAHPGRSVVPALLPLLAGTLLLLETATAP
Mac1 fbg inh: inhibitors of human CD11b/CD18 binding to fibrinogen | inhibition, % at 10 µM | K562 CD11b/CD18 adhesion to fibrinogen, ATPlite luminescence; Mn2+ added to activate the integrin | actives 0.54% (n = 93,000) | P05107+P11215;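 active = primary inhibition of 50% or more at 10 µM, then 40% or more on retest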; also: some results filed as inactive read as strong as hits
PostGolgi yeast: growth inhibition of a yeast mutant, post-Golgi transport screen; post-Golgi transport phenotypic cell assay; inhibition, % at 10 µM; actives 0.9% (n = 98,000);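 also: yeast cells grown in 1536-well plates; yeast grown about 18 h at 30C before absorbance read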
sEH activator: activators of human soluble epoxide hydrolase; activation, % at 2 µM; purified human sEH enzymatic activity, activator screen; actives 0.04% (n = 91,000); P34913; in the data active = activation above about 37%; also: values of inactives mirror those of a sister screen read the other way
E coli WT exp: blocks growth of wild type E. coli BW25113 | OD600 absorbance | actives 0.15% (n = 98,000) | growth inhibition, % at 100 µM | AID 710;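 active = growth inhibition above about 50% at one test dose, limit read from the data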;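 also: growth measured after 20 h incubation at 37 °C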
Active calls of the source: *; x = no result given. Rule as the data show it, unless noted: active = inhibition above about 30%; inactive = the rest. Rows are unselected (roughly 7.1% active in at least one column).

Molecule	PostGolgi ctrl	sEH inh	S1P2 ag	S1P2 blocker	PLAP activator	Mac1 fbg inh	PostGolgi yeast	sEH activator	E coli WT exp
CC(C)Nc1nc(NC(C)C)nc(C(=O)OCCO)n1	-5	x	-2	0	1	1	4	x	-4
CCOC(=O)C1=C(C)N=c2s/c(=C\c3cccn3C)c(=O)n2C1c1cccc(OC)c1OC (stereo not drawn)	33*	-1	-8	10	1	-4	-1	3	-5
COc1ccccc1C(=O)N(Cc1cccs1)C1CCS(=O)(=O)C1 (stereo not drawn)	14	-24	-5	20	0.8	-16	19	24	-2
Cc1ccc(OCc2nc(-c3ccc(-n4cccc4)cc3)no2)cc1C	-5	2	-5	15	0.8	-18	1	-2	-4
Oc1ccccc1-c1nnc(COc2ccccc2)o1	-2	5	-4	2	1.5	-6	-1	-8	-2
CC(C)NC(=O)c1ccc(N2CCOCC2)nc1	17	-9	1	-3	1	2	2	6	2
CC(C)OCCCN1CN(S(=O)(=O)c2cccc(Cl)c2)c2nc3ccccc3nc21	16	-9	-8	7	1.2	x	-6	13	-3
COc1ccc(/C=C/C2=NC(=C\N(C)C)/C(=O)O2)cc1	-9	0	-6	5	1.1	14	0	0	-1
CCc1nnc(NC(=O)CSc2nnc(COc3ccc(C)cc3)n2-c2ccccc2)s1	5	-4	2	-17	1.4	11	-5	2	-8
C(=N\n1cnnc1)/c1ccc(OCc2ccccc2)cc1	4	x	x	x	0.8	4	1	x	-9
C/C(=N\O)c1ccc2[nH]ccc2c1	21	-13	-3	1	0.8	x	-4	11	11
O=C(Nc1ccc(OCC(F)(F)C(F)F)c(C(F)(F)F)c1)c1ccccc1	x	25	-1	18	x	x	x	-25	x
O=C(CC12CC3CC(CC(C3)C1)C2)NCC(=O)N1CCCC1	10	1	-1	8	1.2	2	2	2	6
O=C(Cc1cccs1)Nc1nnc(Cc2ccccc2)s1	x	10	0	-12	x	x	x	-6	x
CC(Cl)C(=O)Nc1ncc(C(F)(F)F)cc1Cl (stereo not drawn)	1	8	1	-1	1.1	1	6	-9	6
CCCCN(CCCC)CC(O)CN1C(=O)NC(C)(C)C1=O (stereo not drawn)	2	-9	-9	10	1	9	5	7	7
CC1CCN(C(=O)c2ccc(S(=O)(=O)N(C)C)cc2)C(C)C1 (stereo not drawn)	2	-12	-1	-10	0.8	3	-7	12	5
CCn1c(SCc2nc3ccccc3[nH]2)nnc1-c1cccnc1	10	-1	-6	0	1.1	-11	-5	1	4
O=C(c1cc2cc(Br)ccc2oc1=O)N1CCCC1	-4	-12	-4	-2	0.9	6	1	12	3
O=C(Nc1ccc(-n2cnnn2)cc1)C1CCCN1C(=O)NC1CCCCC1 (stereo not drawn)	5	18	-4	-4	1	-3	2	-16	2
OCc1nn2c(c1Br)NC(c1ccccc1)CC2C(F)(F)F (stereo not drawn)	2	-7	-7	-6	1	-3	-7	10	-2
Cc1ccc(Cl)cc1N1CCN(C(=O)CSc2nnc3n2C(C)(C)Cc2ccccc2-3)CC1	x	-13	-5	-3	x	x	x	12	x
COc1ccc(CNC2CC(=O)N(C)C2=O)cc1 (stereo not drawn)	35*	x	x	x	1.1	1	11	x	3
CCOc1ccc(N2CC(C(=O)NCc3ccc(F)cc3)CC2=O)cc1 (stereo not drawn)	1	-13	-4	10	1	5	-2	12	-6
CCOC(=O)c1cnc(SC)nc1Sc1ccc(Cl)cc1Cl	4	-4	9	-15	0.9	2	26	1	-1
O=C(O)CCC(=O)CCC(=O)c1ccccc1	30	3	-4	4	1.1	13	-16	-2	-11
Cc1cccc(-n2ncc3c(NCCCO)ncnc32)c1	13	x	-9	11	0.9	0	-10	x	2
Cc1cc(C)n(-c2ccc(C(=O)NCc3cccs3)cc2)n1	5	-9	-2	1	0.9	2	17	12	1
O=C(CCN1CCCCC1)Nc1ccc(Br)cc1	3	5	-2	1	x	x	7	-4	2
CC(=O)c1cccc(N=C2NC(=O)CS2)c1	-4	-5	-3	-13	0.8	-2	11	4	0

Complete entries from above:
Profile of `Cc1ccc(OCc2nc(-c3ccc(-n4cccc4)cc3)no2)cc1C` → PostGolgi ctrl: -5; sEH inh: 2; S1P2 ag: -5; S1P2 blocker: 15; PLAP activator: 0.8; Mac1 fbg inh: -18; PostGolgi yeast: 1; sEH activator: -2; E coli WT exp: -4
Profile of `CC(=O)c1cccc(N=C2NC(=O)CS2)c1` → PostGolgi ctrl: -4; sEH inh: -5; S1P2 ag: -3; S1P2 blocker: -13; PLAP activator: 0.8; Mac1 fbg inh: -2; PostGolgi yeast: 11; sEH activator: 4; E coli WT exp: 0

Following part:
Molecule	PostGolgi ctrl	sEH inh	S1P2 ag	S1P2 blocker	PLAP activator	Mac1 fbg inh	PostGolgi yeast	sEH activator	E coli WT exp
Cc1ccc(CNC(=O)c2cn(C3CCCC3)c(=O)c3c2c2ccccc2n3C)o1	13	-4	-2	-6	1.5	0	-7	2	-8
Cc1cccc(NC(=O)CCN2C(=O)C3C4C=CC(C4)C3C2=O)n1 (stereo not drawn)	10	-2	-1	27	1	-36	3	1	0
O=c1c2ccccc2nc(-c2ccoc2)n1CCc1ccccc1	41*	-7	-5	-5	0.8	-42	-1	7	-6
O=C(NCC1CCCO1)c1ccc(COCC(F)(F)C(F)F)cc1 (stereo not drawn)	7	7	-3	-1	1.1	-14	3	-8	9
COc1ccc(-c2cc(C(=O)N/N=C/c3ccc4c(c3)OCO4)c3ccccc3n2)c(OC)c1	72*	39	-2	-41	1	-7	37*	-37	-11
Cc1nc2nc(Cc3ccccc3)[nH]n2c(=O)c1Cc1ccccc1	-1	-10	-2	-18	0.9	-4	10	8	11
Cc1ccc2[nH]c(-c3ccccc3)c(CN3CCN(C)CC3)c(=O)c2c1	4	-1	-4	-2	0.8	-12	6	2	-1
COc1ccc(NC(=O)CCCN2C(=O)C3C4C=CC(C4)C3C2=O)c(OC)c1 (stereo not drawn)	5	6	-6	-11	x	x	9	-7	2
COc1ccc(CCNS(=O)(=O)c2ccc3c(c2)CCN3C(=O)CCC(=O)O)cc1OC	12	-6	6	-6	0.9	-10	-9	9	-7
O=C(Nc1cccnc1)c1ccccc1F	-2	-10	-6	-7	0.8	-19	1	11	7
CCN(CC)c1ccc(NC(=O)CSc2nnc(N)s2)cc1C	19	x	-4	-9	0.9	-5	0	x	9
Cc1ccc(C(=O)NC(=S)Nc2ccc(S(=O)(=O)N(C)c3ccccc3)cc2)cc1	-3	0	-7	-8	0.8	30	-6	2	-4
CCOc1ccccc1NC(=O)CSc1nnc(-c2ccco2)o1	-5	1	-4	1	1.1	4	-16	-2	7
O=C(O)CSc1nnc(-c2cccnc2)n1Cc1ccccc1	6	x	x	x	0.9	-9	2	x	4
CCC(=O)NCCNc1nc2cc(C)c(C)cc2cc1C#N	3	8	-5	7	0.9	4	1	-11	-2
COc1cc2nc(SCC(N)=O)n(CCC3=CCCCC3)c(=O)c2cc1OC	11	-3	-3	15	0.8	18	10	3	-10
CC(C)(C)n1ncc2c(=O)n(CC(=O)NCc3ccccc3Cl)cnc21	-7	4	-3	10	1	-17	9	-4	2
CCCc1cc(C(=O)OC)c(NC(=O)OCC)s1	9	2	-7	6	1.1	-46	-2	-4	0
CCCOC(=O)c1ccc(Nc2nc(C)cc(=O)[nH]2)cc1	0	14	-3	-16	1.1	11	-4	-13	10
COC(=O)c1ccc(NC(=O)COc2ccccc2OC)cc1	13	8	0	-3	0.8	-14	4	-9	-1
COc1ccc(NC(=O)CSc2nnc(-c3ccccn3)n2Cc2ccco2)cc1OC	30	3	0	-10	1.1	x	14	-3	1
CC1=CC(C)(C)N=C(Nc2ccc(C)cc2)S1	-1	x	x	x	0.9	12	1	x	13
CN1CCN(CCCNC(=O)c2cc3c(-c4ccc(Cl)cc4)nn(C)c3s2)CC1	-1	-2	-4	12	1.8	8	4	1	5
Cc1cccc(N(CC(O)CON=C2c3ccccc3-c3ccccc32)S(C)(=O)=O)c1 (stereo not drawn)	41*	-3	-7	-2	1.7	21	-4	3	-29
CC(C)C(=O)N1c2ccccc2NC2=C(C(=O)CCC2)C1c1ccc(N(C)C)cc1 (stereo not drawn)	-1	15	-3	-6	1.3	9	0	-16	0
COCCCNc1nc2c([nH]1)c(=O)[nH]c(=O)n2C	7	13	-7	-9	1	-2	-1	-11	-5
CSc1nc(-c2ccccc2)nn1C(=O)c1ccccc1	9	-5	-7	2	0.9	x	-2	3	-9
CCCc1cc(=O)[nH]c(Nc2ccc(OC)c(Cl)c2)n1	2	4	0	-16	1	-12	5	-6	39
CCC(C)Nc1nc(SC(C(C)=O)C(C)=O)nc(N(C)C)n1 (stereo not drawn)	17	5	-11	-20	1.3	-8	3	-4	-2
Cc1cc(=O)[nH]c(SCc2cccc(F)c2)n1	6	-7	-2	-28	0.9	0	1	6	6

Reformatted: results already given
Structure: CCOC(=O)c1cnc(SC)nc1Sc1ccc(Cl)cc1Cl
  PostGolgi ctrl: 4 | sEH inh: -4 | S1P2 ag: 9 | S1P2 blocker: -15 | PLAP activator: 0.9 | Mac1 fbg inh: 2 | PostGolgi yeast: 26 | sEH activator: 1 | E coli WT exp: -1
Structure: O=C(O)CCC(=O)CCC(=O)c1ccccc1
  PostGolgi ctrl: 30 | sEH inh: 3 | S1P2 ag: -4 | S1P2 blocker: 4 | PLAP activator: 1.1 | Mac1 fbg inh: 13 | PostGolgi yeast: -16 | sEH activator: -2 | E coli WT exp: -11
Structure: Cc1cccc(-n2ncc3c(NCCCO)ncnc32)c1
  PostGolgi ctrl: 13 | sEH inh: x | S1P2 ag: -9 | S1P2 blocker: 11 | PLAP activator: 0.9 | Mac1 fbg inh: 0 | PostGolgi yeast: -10 | sEH activator: x | E coli WT exp: 2
Structure: Cc1cc(C)n(-c2ccc(C(=O)NCc3cccs3)cc2)n1
  PostGolgi ctrl: 5 | sEH inh: -9 | S1P2 ag: -2 | S1P2 blocker: 1 | PLAP activator: 0.9 | Mac1 fbg inh: 2 | PostGolgi yeast: 17 | sEH activator: 12 | E coli WT exp: 1

(listing goes on)
Molecule	PostGolgi ctrl	sEH inh	S1P2 ag	S1P2 blocker	PLAP activator	Mac1 fbg inh	PostGolgi yeast	sEH activator	E coli WT exp
CSc1nc2cc(Cl)ccc2s1	4	8	-4	16	1.1	-2	2	-11	14
CCC(=NC(CC)CO)C1=C(O)CC(C)(C)CC1=O (stereo not drawn)	-5	-4	-7	-1	1	0	17	5	-4
COC(=O)Nc1nn(Cc2ccccc2F)cc1Br	19	6	-6	4	1	-44	2	-3	4
COc1ccccc1N=C1SC(C(=O)Nc2ccc(F)cc2)CC(=O)N1C (stereo not drawn)	x	5	-4	-5	x	x	x	-5	x
COc1cc(/C=C(/C#N)c2nc3ccccc3[nH]2)ccc1OCC(=O)Nc1ccccc1C	0	1	3	8	1.2	-3	-8	0	-25
O=C(Nc1cccc(-c2nc3ncccc3o2)c1)c1sc2ccccc2c1Cl	-8	2	-6	-15	1.2	x	2	1	-9
